IL-2 act = activators of IL-2; IL-2 activation reporter assay, cell-based qHTS; stimulated with anti-CD3/CD4/CD28 beads; in transgenic mouse T cells; AID 652025; 360,000 tested, 0.065% active; activation, % (series mostly up to about 46 µM); in the data active = activation above about 50%; inconclusive = mostly about 30% to 49%; note: 0% is about no effect
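Quantitative HTS in unstimulated transgenic mouse T cells, with memory T cells as non-tolerant control and PMA/ionomycin as tolerance-bypass control. Compound pretreatment lasted 60 minutes before 18 h bead stimulation; EGFP/DsRed fluorescence read.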
EPAC1 antag = antagonists of human EPAC1; Potency, µM (highest dose often 115 µM), without a hit: at the highest dose activity change, negative = inhibition, most hits filed as inhibitors; 360,000 tested, 0.14% active; EPAC1 GEF assay, Rap1b-BODIPY-GDP exchange fluorescence; AID 720709; O95398;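 note: potency is the fitted concentration of half-maximal effect; plate controls were vehicle for no effect and positive control for full effect; nearly all actives have a fitted effect of over 50% in size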
Target sequence (O95398 whole entry, looked up): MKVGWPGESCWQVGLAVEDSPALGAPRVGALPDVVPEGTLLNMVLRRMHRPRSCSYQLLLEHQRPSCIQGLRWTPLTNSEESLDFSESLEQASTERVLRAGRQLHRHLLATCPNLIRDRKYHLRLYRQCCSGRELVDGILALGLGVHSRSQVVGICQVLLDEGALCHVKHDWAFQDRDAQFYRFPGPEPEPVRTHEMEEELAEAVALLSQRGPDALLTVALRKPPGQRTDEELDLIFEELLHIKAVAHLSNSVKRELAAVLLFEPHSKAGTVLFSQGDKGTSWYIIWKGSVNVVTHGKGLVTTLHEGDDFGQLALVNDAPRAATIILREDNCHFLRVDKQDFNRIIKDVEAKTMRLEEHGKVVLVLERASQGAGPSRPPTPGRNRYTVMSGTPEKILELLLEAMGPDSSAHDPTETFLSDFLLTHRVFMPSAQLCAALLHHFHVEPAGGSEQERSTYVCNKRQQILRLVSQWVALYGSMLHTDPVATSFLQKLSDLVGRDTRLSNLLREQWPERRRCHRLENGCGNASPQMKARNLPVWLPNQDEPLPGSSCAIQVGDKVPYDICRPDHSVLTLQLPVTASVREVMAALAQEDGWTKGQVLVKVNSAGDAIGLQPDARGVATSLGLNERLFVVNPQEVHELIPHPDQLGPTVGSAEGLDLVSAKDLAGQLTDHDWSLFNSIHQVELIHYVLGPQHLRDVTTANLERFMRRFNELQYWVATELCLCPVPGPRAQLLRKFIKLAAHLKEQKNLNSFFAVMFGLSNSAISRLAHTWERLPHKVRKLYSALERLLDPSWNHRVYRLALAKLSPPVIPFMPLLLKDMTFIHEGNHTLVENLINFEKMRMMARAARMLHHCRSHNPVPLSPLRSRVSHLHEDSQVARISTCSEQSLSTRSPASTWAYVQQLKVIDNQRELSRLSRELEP
EPAC1 ag = activates human EPAC1 exchange factor; O95398; EPAC1 agonist qHTS, biochemical assay; response scale: 100% = response to 6.5 mM cAMP; Potency, µM (series often up to 154 µM), inactives show at the top dose activation, most hits filed as activators; 360,000 tested, 0.073% active; note: potency is the fitted concentration of half-maximal effect; nearly all actives have a fitted effect of over 60% in size
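Normalized to 6.5 mM cAMP, activity reflects EPAC1-catalysed release of BODIPY-GDP from Rap1B, followed kinetically over 30 min at 480 nm excitation, 540 nm emission. Reaction contained 100 nM EPAC1, 250 nM Rap1B-BODIPY-GDP, 50 uM GDP.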
EPAC2 agonist = activates human EPAC2 exchange factor; Q8WZA2; 360,000 tested, 0.079% active; Potency, µM (highest dose often 154 µM), without a hit: at the top dose activation, most hits filed as activators; AID 720711; EPAC2 activation, biochemical qHTS; response scale: 100% = 6.5 mM cAMP response; note: potency is the fitted concentration of half-maximal effect; nearly all actives have a fitted effect of over 50% in size
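Nucleotide exchange monitored as fluorescence drop when BODIPY-GDP leaves Rap1B. Reaction: 100 nM EPAC2, 250 nM RAP1B-BODIPY-GDP, 50 uM GDP, room temperature, kinetic read over 30 min. Activity expressed relative to 6.5 mM cAMP.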
CCT chaperon mod = modulators of cytosolic chaperonin (CCT/TRiC) activity; AID 651819; activity change, % (test concentration not listed), hits read low; purified chaperonin ATPase assay, HTRF ADP detection, 30 min; 360,000 tested, 0.3% active; in the data active = activity change below about -30%; note: % is set by controls: 0 for no effect and ±100 for the full control effect
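TRiC at 40 or 20 nM final (batch-dependent) in 30 mM Tris pH 7.4, 100 mM KCl, 5 mM MgCl2, 1 mM DTT, with compound at single 76 uM and 10 uM ATP, 30 min at 37 deg C. ADP detected by HTRF Transcreener, 665/615 ratio.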
WRN inhibitor = WRN helicase (human) inhibition; Q14191; WRN helicase unwinding, fluorescent forked duplex, kinetic; 360,000 tested, 0.46% active; Potency, µM (highest dose often 114 µM), for the others: at the highest dose activity change, negative = inhibition, hits mostly inhibitors; note: potency is the fitted concentration of half-maximal effect; % is set by controls: 0 for no effect and ±100 for the full control effect; nearly all actives have a fitted effect of over 55% in size
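Enzyme (20 nM final) and test compound sit together 15 min at room temperature before substrate addition. Substrate is a single-forked duplex oligonucleotide (100 nM) labelled with fluorophore and quencher, with 2 mM ATP; helicase unwinding raises red fluorescence, read kinetically.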
PI5P4Ka inh = blocks human PI5P4K alpha kinase activity. PI5P4Kalpha enzyme, ADP-Glo luminescence, 60 min; hits give low values. max response, %. 330,000 tested, 1.2% active. AID 652105; active = max response of -50% or lower; inconclusive = between -30% and -50%; inactive = -30% or higher; note: value at the top dose of about 77 µM; % is set by controls: 0 for no effect and ±100 for the full control effect
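ADP-Glo luminescence end-point after a 60 min room-temperature kinase reaction. PI5P4Kalpha and substrate in HEPES pH 7.4 buffer with EGTA, 0.1% CHAPS and 5% DMSO; ATP at 5 microM final.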
PLK1 PBD inh = PLK1 (human) polo-box domain binding inhibition | 360,000 tested, 2.8% active | Plk1 PBD binding of FITC phosphopeptide, fluorescence polarization | Potency, µM, without a hit: max response, negative = inhibition, hits mostly inhibitors | P53350 | AID 720504; note: potency is the fitted concentration of half-maximal effect; series mostly up to about 57 µM; % is set by controls: 0 for no effect and ±100 for the full control effect; nearly all actives have a fitted effect of over 65% in size
Numbers without * were called inactive; ? = inconclusive; nt = no result given; [ ] = remark or other dose. Unless noted, calls come from the whole dose curve; as a rule, active = well fitted curve in the direction sought with a large enough effect; inconclusive = small, poorly fitted or top-dose-only effect, or another doubt; inactive = no such curve, though single readings can be large; an effect the other way counts as inactive or inconclusive.

SMILES	IL-2 act	EPAC1 antag	EPAC1 ag	EPAC2 agonist	CCT chaperon mod	WRN inhibitor	PI5P4Ka inh	PLK1 PBD inh
COc1ccc(/C=C/C(=O)N2CCN(C)CC2)cc1S(=O)(=O)N1CCCCC1	10	-6%	7%	-2%	0.6	-2%	-2	4%
Nc1ccc(S(=O)(=O)NCC2CCCCO2)cc1 (centres undefined)	-0.1	-4%	13%	13%	-0.3	1%	-2	2%
CC(C)NC(=S)Nc1ccc(S(=O)(=O)Nc2ncccn2)cc1	0.1	1%	2%	5%	-3.3	-29%[57.1 µM]	2	-14%
CC(=O)c1cccc(S(=O)(=O)N2CCC(C(=O)O)(c3ccccc3)CC2)c1	-0.2	14%	-9%	7%	2.1	1%	-5	-12%
CCOC(=O)C1=C(N)N2C(=O)C(C)SC2=C(C(=O)OCC)C1c1ccc(O)cc1 (centres undefined)	0.0	-15%	6%	8%	-0.3	-11%	-1	-22%
Cc1cccc(OCc2n[nH]c(=S)n2Cc2ccccc2)c1	-1.3	-20%	4%	14%	-7.3	-2%	-14	?
COc1ccc(C)c2sc(=NC(=O)C(C)C)n(C)c12	-0.6	-3%	3%	4%	0.3	4%	-2	-11%
COCCn1c(SCC(=O)NNC(=O)c2ccccc2)nc2ccccc21	-0.9	-19%	-7%	-4%	2.2	9%	0	-2%

The list continues.
SMILES	IL-2 act	EPAC1 antag	EPAC1 ag	EPAC2 agonist	CCT chaperon mod	WRN inhibitor	PI5P4Ka inh	PLK1 PBD inh
CC(=O)Nc1ccc(S(=O)(=O)N2CCN(C(=O)N3CCOCC3)CC2)cc1	0.5	9%	8%	-7%	-2.6	8%	3	-10%
CC(=O)c1cccc(NS(=O)(=O)N(C)C)c1	0.3	-12%	7%	15%	0.1	-23%	4	-7%
O=[N+]([O-])c1ccc(NCCCNS(=O)(=O)c2ccccc2)cc1	0.2	-9%	3%	12%	-2.0	3%[57.1 µM]	4	-6%
Nn1c(Cc2ccccc2F)n[nH]c1=S	0.7	-4%	14%	-3%	0.2	0%	-1	-8%
CCS(=O)(=O)c1ccc(-c2csc(-c3ccccc3Cl)n2)c(Cl)c1Cl	-1.7	-12%	10%	3%	-3.9	-18%	15	?
Cc1ccc(-n2c(C)cc(/C=N/NC(=O)Cn3c4ccccc4c(=O)c4ccccc43)c2C)cc1	3.8	-12%	2%	-1%	-2.7	-9%	4	-1%
Cc1cccc(N(Cc2ccccc2)C(=O)c2ccccc2F)c1	0.1	9%	12%	6%	-0.3	2%	-2	1%
CN1CCN(S(=O)(=O)c2ccc3c(c2)C(C)(C)C(=O)N3C)CC1	-1.2	3%	0%	3%	-0.1	-3%	-1	0%

More compounds:
SMILES	IL-2 act	EPAC1 antag	EPAC1 ag	EPAC2 agonist	CCT chaperon mod	WRN inhibitor	PI5P4Ka inh	PLK1 PBD inh
CSc1ncccc1C(=O)N1CCN(S(=O)(=O)c2ccc(C)cc2)CC1	-0.8	-15%	6%	10%	-2.2	9%	-8	-9%
Cc1cc(NS(=O)(=O)c2c(C(=O)N3CCOCC3)c(C)n(C)c2C)ccc1Br	7.7	0%	10%	3%	0.3	-5%	2	-7%
CCC1CCC(NC2CCCCNC2=O)CC1 (centres undefined)	1.3	-4%	-3%	-2%	-0.7	-4%	nt	-8%
CCN1CCCC1CNC(=O)Cn1cccc1C(=O)c1ccccc1C (centres undefined)	0.7	-4%	5%	8%	-0.5	-4%	-4	0%
CCN(CC)CCNC(=O)c1ccc(NC(=O)C2CCN(S(=O)(=O)c3ccc4c(c3)OCCO4)CC2)cc1	-3.5	9%	10%	-4%	-1.6	5%	2	-1%
CCN(C(=O)Cn1cnc2ccccc2c1=O)C1CCS(=O)(=O)C1 (centres undefined)	-0.2	8%	5%	15%	-1.8	6%	1	-17%
O=C(Cc1ccc(Cl)cc1Cl)OCC(=O)N1CCCCC1	-1.2	4%	4%	0%	-0.3	9%	-4	-14%
Cc1noc(C)c1C(=O)N1CCC2(CC1)Oc1ccc(F)cc1C(=O)C21CC(c2ccc(Cl)cc2)=NO1 (centres undefined)	0.5	3%	-17%	1%	-0.7	-5%	-2	-2%

Whole records as entered above.
CN1CCN(S(=O)(=O)c2ccc3c(c2)C(C)(C)C(=O)N3C)CC1 in the list: IL-2 act = -1.2; EPAC1 antag = 3%; EPAC1 ag = 0%; EPAC2 agonist = 3%; CCT chaperon mod = -0.1; WRN inhibitor = -3%; PI5P4Ka inh = -1; PLK1 PBD inh = 0%
CC(C)NC(=S)Nc1ccc(S(=O)(=O)Nc2ncccn2)cc1 in the list: IL-2 act = 0.1; EPAC1 antag = 1%; EPAC1 ag = 2%; EPAC2 agonist = 5%; CCT chaperon mod = -3.3; WRN inhibitor = -29%[57.1 µM]; PI5P4Ka inh = 2; PLK1 PBD inh = -14%

2 entries drawn at random from the list so far:
SMILES	IL-2 act	EPAC1 antag	EPAC1 ag	EPAC2 agonist	CCT chaperon mod	WRN inhibitor	PI5P4Ka inh	PLK1 PBD inh
CC(=O)c1cccc(S(=O)(=O)N2CCC(C(=O)O)(c3ccccc3)CC2)c1	-0.2	14%	-9%	7%	2.1	1%	-5	-12%
Cc1cc(NS(=O)(=O)c2c(C(=O)N3CCOCC3)c(C)n(C)c2C)ccc1Br	7.7	0%	10%	3%	0.3	-5%	2	-7%

Continued.
Order of results: IL-2 act | EPAC1 antag | EPAC1 ag | EPAC2 agonist | CCT chaperon mod | WRN inhibitor | PI5P4Ka inh | PLK1 PBD inh
CCN(CC(=O)NC)S(=O)(=O)c1ccc(C)cc1
 : 0.0 | -3% | 0% | 17% | -1.0 | 15% | 7 | -9%
COc1cc(C)c(C(=O)Oc2cc(C)c(C(=O)O)c(O)c2)c(O)c1
 : 0.3 | -20% | -6% | 4% | -3.2 | -7% | -11 | ?
O=C(NCC(c1ccco1)N1CCN(c2ccc(F)cc2)CC1)C(=O)NC1CCCC1 (centres undefined)
 : -3.2 | -3% | 6% | -6% | 0.2 | -5% | 0 | -1%
O=C(Cc1ccccc1)NCCC1=CCCCC1
 : -4.5 | -5% | -3% | 8% | 1.3 | -3% | 0 | -2%
O=C(Cn1ccc2ccccc2c1=O)NCCC(=O)N1CCCCC1
 : -0.3 | 30%[activator] | 2% | 10% | -2.1 | 8% | -5 | -10%
CCS(=O)(=O)c1ccc2oc(SCC(=O)NC(C)C3CC4CCC3C4)nc2c1 (centres undefined)
 : 0.4 | -13% | 2% | 6% | 0.6 | 2% | 0 | -12%
CC(C)NC(=O)c1ccccc1-c1ccccc1
 : 1.9 | 7% | -3% | 7% | -2.7 | 4% | 10 | 2%
CCOc1ccccc1NC(=O)CSc1nnc(NC(=O)c2ccco2)s1
 : -3.6 | -23% | 2% | -2% | 1.5 | -16% | -4 | -8%
CC(C)c1ccc(NC(=O)C(c2ccccc2)N2CC(=O)Nc3ccccc32)cc1 (centres undefined)
 : -1.7 | -2% | -20% | -1% | -1.2 | 8% | 0 | -4%
CC(C)c1ccc(/C=N/NC(=O)c2ccc(-n3cnnn3)cc2)cc1
 : 1.7 | -8% | 5% | 11% | -2.2 | -8% | 2 | -11%
COc1ccc(CN2C(=O)CC(Cc3cc(C)cc(C)c3)C2=O)cc1OC (centres undefined)
 : -0.6 | 2% | 8% | -9% | -3.1 | 1% | 14 | 1%
COc1ccc(CNC(=O)CN2CCN(c3cccc(C)c3C)CC2)cc1
 : -0.3 | 6% | 14% | 8% | 0.9 | 8% | 9 | -6%
COc1ccccc1-c1c(C(F)(F)F)oc2c(CN(C)C)c(O)ccc2c1=O
 : -0.8 | -9% | 9% | 6% | -1.5 | -2% | 0 | -7%
COc1ccc(N=C2SC(C(=O)Nc3ccc(F)cc3)CC(=O)N2C)cc1 (centres undefined)
 : 0.7 | 0% | 10% | 0% | 1.3 | -6% | 10 | -7%
CNc1ccc2ncc(-c3ccc(OC)c(OC)c3)n2n1
 : -0.2 | -9% | -7% | 7% | -0.6 | -9% | -14 | -6%
COc1ccc2sc(-c3ccc(S(C)(=O)=O)cc3)c(C(=O)NCCCN3CCCC3=O)c2c1
 : -0.5 | 1% | -13% | -3% | -7.4 | -2% | 4 | -2%
CS(=O)(=O)N1CCN(C(=O)CCc2ccccc2)CC1
 : 1.2 | 5% | 5% | 2% | -9.7 | -9% | 4 | -10%
Cc1ccc(S(=O)(=O)/N=C(/Nc2cccc(O)c2)c2ccccc2)cc1
 : -0.2 | 6% | 3% | 6% | -0.3 | -3% | -1 | 0%
Cc1ccc(N(C)C(=O)CCNC(=O)Cn2cnc3ccccc3c2=O)cc1C
 : 3.4 | -13% | -4% | 5% | -2.6 | -3% | -3 | -7%
O=C(O)CSCC(=O)Nc1ccc(C(=O)O)cc1
 : -1.8 | 1% | -4% | 6% | -3.1 | -10%[57.1 µM] | ? | 0%
COc1cccc(NC(=O)C2CCN(C(=O)[C@@H]3Cc4ccccc4CN3)CC2)c1
 : -1.5 | 21% | 13% | 1% | -2.0 | -3% | -3 | -15%
Cc1ccc(C(C2C(=O)CC(C)(C)CC2=O)C2C(=O)CC(C)(C)CC2=O)s1
 : -3.9 | 7% | -4% | -8% | 1.4 | ? | -17 | 2.7µM*
CCC(=O)Nc1ccc(NC(=S)NC(=O)/C=C/c2ccccc2)cc1
 : -0.8 | -6% | -3% | 7% | -1.0 | ? | -6 | -6%
Cc1cc2c(c(SCC(=O)NCc3ccc(Cl)cc3)n1)C(=O)OC2
 : -2.1 | -1% | 10% | -6% | -2.4 | -2% | -3 | 2%
Cc1cc2c(cc1S(=O)(=O)CCC(=O)Nc1cccc(C(F)(F)F)c1)OCC(=O)N2
 : -4.3 | 3% | 4% | 7% | -3.7 | -5% | -4 | ?
CC(=O)c1cc2c(cc1C)CCCC2(C)C
 : -0.3 | 20% | 5% | 6% | -2.4 | 8% | -3 | -6%
COc1ccc(Br)c(Cn2c(C)c(C(=O)NCCC#N)sc2=O)c1
 : -0.1 | -14% | 2% | 8% | -0.8 | 10%[57.1 µM] | 2 | -3%
Cc1ccc(SCc2ccc(C(=O)NCc3ccncc3)cc2)cc1
 : -0.5 | 2% | -9% | 9% | 1.0 | -8%[11.6 µM] | nt | -8%
CCOc1ccc(NC(=O)COC(=O)c2cc(C)oc2C)cc1
 : 1.1 | -9% | 24% | -3% | -1.6 | 10% | -3 | -6%
Cc1ccc(N(CC(=O)NCCc2ccccc2)C(=O)c2csnn2)cc1
 : 0.7 | 6% | 9% | 6% | 0.6 | 0% | 1 | -9%
O=C(c1ccc(-n2cccc2)cc1)N1CCOCC1
 : -1.5 | -5% | -12% | -2% | -1.2 | 1% | -6 | -1%

Screening results from PubChem.

The list is partial. The share of hits here may be higher or lower than overall.
